Screening results as filed in PubChem.
LDHA block = blocks human lactate dehydrogenase A; AID 1347041; P00338; activity change, % (values are at about 110 or 230 µM); hit rate 0.15% among 480,000; purified LDHA, NADH/diaphorase-resazurin fluorescence; stronger effect = lower value; in the data active means activity change below about -30%; inconclusive means mostly about -25% to -30%;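 further: plate controls were DMSO wells for no effect and wells without enzyme for full effect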
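Human LDH5 (2 nM) was incubated with 0.06 mM NADH and 0.2 mM pyruvate for 5 min at room temperature in Tris pH 7.4. Remaining NADH was coupled through diaphorase/resazurin, and resorufin fluorescence was read at 0 and 20 min.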
12-LOX inh = blocks human arachidonate 12S-lipoxygenase | purified 12hLO, xylenol orange hydroperoxide absorbance | Potency, µM (titrated, usually from 108 µM), without a hit: at the highest dose activity change, negative = inhibition, usual class: inhibitors | hit rate 1.1% among 580,000; further: potency means the concentration at half of the fitted maximal effect; on the % scale 0 is the no-effect control and ±100 the full control effect
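Purified human 12hLO at 150 nM in 25 mM Hepes, 0.01% Triton X-100, pH 7.0, preincubated 15 min at room temperature with compound. Reaction started with 40 uM arachidonic acid, 30 min at room temperature. Hydroperoxide measured by Fe-xylenol orange, 573/405 nm absorbance ratio.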
RGS4 inhibitor = human RGS4 inhibition; P49798; Transcreener GDP fluorescence polarization, RGS4-accelerated GTP hydrolysis; Potency, µM (top dose mostly 114 µM), inactives show top-dose activity change, negative = inhibition, actives largely listed as inhibitors; hit rate 0.039% among 390,000; further: potency means the concentration at half of the fitted maximal effect; on the % scale 0 is the no-effect control and ±100 the full control effect; nearly all actives have a fitted effect of over 75% in size; some results filed as inactive show a strong effect at the top dose
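MLSMR compounds (23 nl, pin-transferred) preincubated 10 min at room temperature with a 500nM (2x) first reagent, then RGS4 at 900nM (2x) plus Transcreener GDP mix added; fluorescence polarization (620/688 nm) read before and after 90 min at 30 °C.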
ERG Ets-DNA blk = inhibitors of human ERG Ets domain-DNA interaction; P11308; fluorescence polarization, His-ERG Ets domain / labelled DNA; Potency, µM (series often up to 76.9 µM), for the others: at the highest dose FP activity, negative = inhibition, actives largely listed as inhibitors; hit rate 0.028% among 370,000; AID 624246; active means well fitted inhibition curve with a large enough effect in the polarisation, with a control signal flat; inconclusive means small, poorly fitted or top-dose-only effect, or effect the other way, or a change in a side signal; inactive means no such curve, though single readings can be large or run the other way; the % refers to the polarisation;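 further: polarization taken with two DNA probes labelled with fluorescein and Texas red; potency means the concentration at half of the fitted maximal effect; % of control where 0% means no effect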
Target sequence (P11308 whole entry, looked up, the tested form may be a part): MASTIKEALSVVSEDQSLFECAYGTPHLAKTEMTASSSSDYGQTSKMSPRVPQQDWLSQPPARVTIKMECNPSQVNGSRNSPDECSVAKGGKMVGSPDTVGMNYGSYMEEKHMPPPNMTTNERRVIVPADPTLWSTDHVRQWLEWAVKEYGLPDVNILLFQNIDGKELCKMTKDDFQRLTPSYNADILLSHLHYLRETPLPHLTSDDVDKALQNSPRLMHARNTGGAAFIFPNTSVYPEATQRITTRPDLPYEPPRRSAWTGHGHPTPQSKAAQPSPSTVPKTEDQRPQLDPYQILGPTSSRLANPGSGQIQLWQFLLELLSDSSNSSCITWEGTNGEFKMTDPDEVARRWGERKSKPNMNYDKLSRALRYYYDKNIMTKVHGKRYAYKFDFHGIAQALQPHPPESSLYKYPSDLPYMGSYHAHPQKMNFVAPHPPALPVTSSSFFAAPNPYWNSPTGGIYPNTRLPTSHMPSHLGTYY
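His-tagged ERG Ets domain (1 uM in the protein solution; 300mM KCl, 50mM Tris-HCl, 1mM EDTA, 1mM DTT, pH 7.5) received compound, then a probe mix of 5 nM fluorescein-DNA and 100nM Texas-615-DNA. Fluorescence polarization was read for both dyes.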
Pol kappa inh = blocks human DNA polymerase kappa activity | purified Pol kappa, fluorescent DNA synthesis assay, 10 min | hit rate 0.53% among 400,000 | Q9UBT6 | Potency, µM (top dose mostly 107 µM), for the others: at the top dose activity, negative = inhibition, usual class: inhibitors; further: potency means the concentration at half of the fitted maximal effect; on the % scale 0 is the no-effect control and ±100 the full control effect
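Kinetic fluorescence screen: compound preincubated 15 min RT with 10 nM enzyme; 50 nM substrate (final) initiates; reads at 0/10 min.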
APE1 inh = APE1 (human) endonuclease inhibition; P27695; recombinant APE1, TAMRA/BHQ-2 abasic DNA cleavage fluorescence; Potency, µM (highest dose often 65.8 µM), without a hit: at the highest dose activity change, negative = inhibition, actives largely listed as inhibitors; hit rate 0.35% among 350,000;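 further: potency means the concentration at half of the fitted maximal effect; plate controls were vehicle for no effect and reference inhibitor for full effect; nearly all actives have a fitted effect of over 55% in size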
Target sequence (P27695 whole entry, looked up): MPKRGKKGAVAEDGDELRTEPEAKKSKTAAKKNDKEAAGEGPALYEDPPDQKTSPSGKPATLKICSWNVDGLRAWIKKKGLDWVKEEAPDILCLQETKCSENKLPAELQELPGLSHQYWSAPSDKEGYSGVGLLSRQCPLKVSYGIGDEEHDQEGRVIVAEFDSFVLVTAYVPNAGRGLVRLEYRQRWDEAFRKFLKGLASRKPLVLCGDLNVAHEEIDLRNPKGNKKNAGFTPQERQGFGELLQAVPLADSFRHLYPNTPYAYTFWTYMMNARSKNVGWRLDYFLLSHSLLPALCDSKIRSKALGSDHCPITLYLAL
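Activity was derived from the fluorescence gain between first and third kinetic reads (60 s intervals, ex 525/em 598 nm) after 50 nM THF-abasic TAMRA/BHQ-2 duplex was added to 0.75 nM APE1 preincubated 15 min with compound.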
POLB inh = inhibitors of human DNA polymerase beta; P06746; Potency, µM (highest dose often 114 µM), for inactives: top-dose activity change, negative = inhibition, usual class: inhibitors; Pol beta primer extension/strand displacement, fluorescence kinetic; hit rate 1.3% among 340,000; further: potency means the concentration at half of the fitted maximal effect; on the % scale 0 is the no-effect control and ±100 the full control effect
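Pol beta (10 nM) and compounds were preincubated 15 min at room temperature, then 50 nM substrate (final) started primer extension/strand displacement. Reads were taken at 0 and 10 min; concentration-response data were fitted to a four-parameter Hill equation.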
POLH inh = DNA polymerase eta (human) inhibition. Q9Y253. hit rate 1.2% among 390,000. recombinant Pol eta, fluorescent DNA replication assay. Potency, µM (top dose mostly 114 µM), for inactives: at the top dose activity change, negative = inhibition, hits mostly inhibitors. AID 588591; further: potency means the concentration at half of the fitted maximal effect; on the % scale 0 is the no-effect control and ±100 the full control effect
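Pol eta (10 nM) was preincubated with compounds for 15 min at room temperature, after which fluorescent replication substrate (50 nM final) was added to start the reaction. Fluorescence was read kinetically at 0 and 10 min.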
Apoferritin bind = candidate novel general anesthetic via apoferritin binding; P02791; apoferritin/1-aminoanthracene competitive binding, fluorescence; Potency, µM (series often up to 77.5 µM), inactives show at the top dose activity change, negative = displacement, actives largely listed as inhibitors; hit rate 0.074% among 350,000; AID 485281; further: potency means the concentration at half of the fitted maximal effect; on the % scale 0 is the no-effect control and ±100 the full control effect; nearly all actives have a fitted effect of over 20% in size
Target sequence (P02791 2-175 limits assumed): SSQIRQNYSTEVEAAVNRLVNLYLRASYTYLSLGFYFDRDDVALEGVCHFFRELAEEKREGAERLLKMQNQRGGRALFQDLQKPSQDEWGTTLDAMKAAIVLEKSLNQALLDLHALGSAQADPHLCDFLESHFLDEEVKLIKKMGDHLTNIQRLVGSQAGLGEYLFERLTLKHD
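Steps: apoferritin (10 uM) was premixed with half-saturated 1-AMA in PBS, compounds were pin-transferred, plates stood 10 min at room temperature, fluorescence was read at 380/535 nm, and curves were fitted with a Hill equation.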
Active calls of the source: *; ? = inconclusive; . = no result given; & = joins results of further samples; [ ] = remark or other dose. Unless noted, the call rests on the fitted dose curve; in most records, active means well fitted curve in the direction sought with a large enough effect; inconclusive means small, poorly fitted or top-dose-only effect, or another doubt; inactive means no such curve, though single readings can be large; an effect the other way counts as inactive or inconclusive.

compound	APE1 inh	12-LOX inh	Apoferritin bind	LDHA block	RGS4 inhibitor	POLB inh	Pol kappa inh	POLH inh	ERG Ets-DNA blk
COc1ccc(C(=O)C=Cc2cccs2)c(O)c1	.	0%	.	-4	-12%	.	-21%	-21%	1%
Cc1ccc(C)c(CSc2nnc3[nH]c(=O)cc(C)n23)c1	.	-26%	-3%	-2	-9%	-2%	-2%[60.1 µM]	13%	-1%
Cc1ccc(N2CCN(S(=O)(=O)c3ccc(-n4cnnn4)cc3)CC2)c(C)c1	20%	5%&3%	1%&-5%	-2&0	2%&0%	2%&-27%	5%&-7%	-2%&10%	4%&0%
Cc1cc(C)c(NC(=O)CNC(=O)COC(=O)CN2C(=O)NC3(CCCC3)C2=O)c(C)c1	-13%	-20%	.	-6	15%	.	-12%	2%	-4%
COc1cc(-c2nc3cnccn3c2NC(C)(C)CC(C)(C)C)ccc1O	36%	?	1%	3	9%	-24%	4%	5%	-25%
CC(C)(C)OC(=O)NC(CO)c1cn([C@@H](Cc2cc3ccccc3[nH]2)C(=O)N2CCN(C(=O)OC(C)(C)C)CC2)nn1 (some centres undefined)	0%	-15%	-12%	4	-6%	5%	0%	-22%	-1%
COc1ccc(-c2csc(Cc3nnc(N4CCOCC4)n3-c3ccccc3)n2)cc1	2%	8%	-19%	-8	-7%	-2%	-9%	-8%	.
COc1ccccc1C(=O)OCC(=O)Nc1cccc(S(=O)(=O)NC2=NCCCCC2)c1	10%	-20%	.	0	-20%	.	-6%	-8%	-1%
COc1ccc(CN(C(=O)c2cnccn2)C(C(=O)Nc2ccc(F)cc2)c2ccccc2)cc1 (centres undefined)	-4%	-11%	-9%	-8	-13%	-1%	-10%	-20%	0%
O=C(c1ccc(OC2CCN(Cc3ccccn3)CC2)cc1)N1CCC[C@H]1CO	21%	?	-7%	-4	13%	-12%	-15%	-10%	-10%
COc1ccc(S(=O)(=O)N2CCCCC2)cc1NC(=O)c1ccc([N+](=O)[O-])o1	-2%	-4%	-10%	-3	2%	2%	10%	-8%	-7%
CCC1CN(C(=O)NCc2ccc(F)cc2)c2cc(Cl)ccc2O1 (centres undefined)	21%	4%&-13%	-16%&0%	-6&-5	-25%&9%	-1%&5%	0%&-18%	?	-6%&-3%
COc1ccc(CC(=O)Nc2c3c(nn2-c2cccc(Cl)c2)CS(=O)C3)cc1 (centres undefined)	1%	-22%	1%	-3	-15%	2%	-3%	-13%	6%
COc1cccc(CNC(=O)CCCc2c[nH]c3ccccc23)c1	26%	0%	-12%	5	17%	12%	-9%	-16%	-7%
O=C(NCCc1ccc(F)cc1)C(=O)NCC1CCCN1S(=O)(=O)c1ccccc1 (centres undefined)	-1%	15%	.	-11	22%	.	-5%	-5%	1%
CC(C)Cn1c(N)c(C(=O)COC(=O)c2ccc(Br)cc2)c(=O)n(C)c1=O	1%	142%[activator]	.	5	19%	.	5%	-23%	6%
COc1ccc2c(c1)c(=Cc1ccc(N(C)C)cc1)c1cc(-c3ccccc3)[n+](C)n12	.	?	.	19	-51%	.	?	?	.
CCc1ccccc1OCCCOc1ccc(OC)cc1	-7%	21%	-5%	1	3%	25%	-12%	-11%	.
Cc1ccc(C)c(N(C)C(=O)c2ccc3c(=O)n4c(nc3c2)CCCCC4)c1	5%	11%	4%	1	-30%	0%	4%	-7%	10%
O=c1cc2nc(-c3cccs3)nc(SCCOc3ccc(Cl)cc3)n2[nH]1	.	-22%	-6%	-3	-37%	?	-26%	9%	1%
Cc1ccc2nc(NC(=O)Cc3cccs3)sc2c1	-8%	-18%	-10%	-4	15%	-6%	-16%	-20%	-3%
Cn1c(C(=O)NCCN2CCN(c3ccccc3F)CC2)cc2c(=O)n(C)c3ccccc3c21	1%	259%[activator]	-3%	-5	-12%	7%	16%	-13%	-6%
CC(=O)Oc1ccccc1C1=NN(C(C)=O)C(c2ccccc2)C1 (centres undefined)	0%	-4%	-3%	-4	-6%	-2%	-8%	-19%	-6%
O=S(=O)(c1ccccc1)c1nc(-c2ccccc2)oc1N1CCN(c2cccc(Cl)c2)CC1	.	-7%	2%	-4	18%	3%	4%	-3%	5%
CCOC(=O)c1sc(NC(=O)CSc2nnnn2-c2ccc(C)cc2)c(C(=O)OCC)c1C	1%	3%	-10%	-10	16%	-9%	0%	-7%	1%
CCCCN(C(=O)NC(=O)Nc1ccc(C)cn1)S(C)(=O)=O	2%	2%	-1%	-9	9%	32%[57.1 µM]	-2%	-21%	4%
COc1ccc(C(=O)Nc2cc(OCc3ccccc3)c(Cl)cc2Cl)cc1	2%	0%	-17%	2	-1%	82%	-6%	-14%	10%
CCc1nnc(NS(=O)(=O)c2ccc(N/C=C/C(=O)c3ccc(OC)cc3)cc2)s1	14%	?	-6%	-7	-3%	24%	-27%	-18%	-1%
CCOc1ccc(NC(=O)NNC(=O)c2ccc(Cl)cc2Cl)cc1	2%	72%[activator]	-13%	-1	-2%	?	2%	-5%	-11%
O=C(COc1ccc2c(c1)oc(=O)c1ccccc12)NCCN1CCOCC1	-9%	-1%	-2%	-1	5%	30%	0%	-12%	7%
CC1CCN(C(=O)CNC(=O)c2cccc(OC(F)F)c2)CC1	8%	16%	-3%	-1	-17%[56.9 µM]	-44%	-1%	-14%	9%
CN(C)c1nc(N(C)C)nc(N(C#N)CN2C(=O)c3ccccc3S2(=O)=O)n1	-3%	1%	-3%	-7	12%	6%	-3%	-20%	-15%
CCc1ccc(NC(=O)C2CCCN2c2nn3c(=O)cc(C)nc3s2)cc1 (centres undefined)	21%	16%	-10%	3	-21%	4%	14%	-13%	-2%
CCNC(=O)CC1C(=O)N(c2ccc(F)cc2)C(=O)N1Cc1ccc(C)cc1 (centres undefined)	.	-23%	2%	-7	4%	30%	-8%	-13%	-4%
CCOC(=O)CCCNC(=O)CCNC(=O)c1ccc(OCCC(C)C)cc1	0%	4%	-14%	4	-8%	91%	-9%	-29%	5%
O=S(=O)(NC1CCCCC1Sc1ncccn1)c1ccc(Cl)cc1 (centres undefined)	?	-27%	-10%	-5	9%	1%	-2%	-12%	-5%
Cc1ccccc1C(=O)Nc1nc(=S)ss1	-3%	?	-13%	-7	-53%	15%	-21%	-3%	0%
COc1cccc(NC(=O)C2CCN(S(=O)(=O)c3ccc4c(c3)NC(=O)C(C)S4)CC2)c1 (centres undefined)	41%	-6%	-8%	0	-39%	-1%	0%	-20%	4%
CN(CCc1ccccn1)C(=O)CC1C(=O)NCCN1Cc1cccc(F)c1 (centres undefined)	-7%	-1%	-4%	4	-21%	-2%	2%	-7%	-2%
O=C(CN1CCOCC1)Nc1ccc2c(c1)CCC2	1%	0%	-2%	-6	16%[11.4 µM]	44%	-10%	?	-24%
Cc1sc2nnn(CC(=O)N3CCN(C(=O)c4ccco4)CC3)c(=O)c2c1C	.	-17%	.	-1	5%	.	-2%	-1%	-8%
Cc1ccccc1OCC(=O)OCC(=O)Nc1ccc2c(c1)OCO2	12%	-1%	.	2	-43%	.	6%	-25%	4%[15.4 µM]
CCN(CC(=O)NC(C)(C)C)Cc1cc(=O)n2c(-c3ccccc3)csc2n1	5%	-19%	1%	-6	-22%	?	-42%	?	-1%
Cc1ccccc1/C=C/c1cccc[n+]1C	3%	?	-11%	-17	-2%	15%	7%	2%	3%
Oc1c(Cl)cc(Cl)cc1/C=N/c1nc(-c2ccc(Cl)cc2)cs1	0%	.	-8%	-1	-34%	30%	6%	4%	0%
O=C(c1ccco1)N1CCN(S(=O)(=O)c2cccc3nsnc23)CC1	10%	0%	-2%	0	-18%	26%	8%	-6%	3%
CC12CN(S(=O)(=O)c3ccccc3)CC(C)(CN(S(=O)(=O)c3ccccc3)C1)C2	3%	-7%	-4%	-4	21%	-16%	-22%	3%	-1%
COc1cc(/C=N/NC(=O)CCc2ccccc2)ccc1O	-2%	0%	-19%	2	1%[11.4 µM]	2%	-4%	-17%	4%
O=C(CCN1C(=O)c2ccccc2C1=O)Nc1ccc(S(=O)(=O)N2CCOCC2)cc1	-7%	?	-8%	5	?	-2%	-3%	-16%	-1%
CCc1ccccc1NC(=O)C1CCN(C2=NS(=O)(=O)C(c3ccc(C)c(C)c3)=C2C)CC1	.	?	-15%	-10	-15%	13µM*	-33%	.	2%
O=C1CCCC/C1=C/NCc1ccc(F)cc1	2%	-20%	-16%	1	17%	-27%	-7%	-7%	-3%
O=C(Nc1ccccc1-c1ccccc1)c1ccccc1[N+](=O)[O-]	43%	24%	0%	-9	4%	20%	-19%	-3%	7%
COCCCn1c(=S)[nH]c(C)c(C)c1=O	-5%	?	35%[activator]	1	1%	-1%	-14%	2%	?
Cc1ccnc(NC(=O)CCNC(=O)c2ccc(Cl)cc2)c1	3%	1%	-2%	3	-19%	30%	9%	-10%	-7%

The list is partial; the hit share may differ from the screen's.
